Screening data (PubChem)
HCMV inh – inhibitors of human cytomegalovirus; HFF cells, HCMV-luciferase reporter, 72 h; hits give low values; hit rate 4.5% among 410,000; activity change, negative = inhibition, % at 57.5 µM; in the data active = activity change below about -60%; inconclusive = no clear call, values can overlap the other calls; inactive = above about -39%
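Compounds were evaluated in HFFs infected with an HCMV luciferase reporter virus (MOI 1 PFU/cell). Luciferase in lysates collected 72 h post infection served as the replication measure.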
AMA1-RON2 inh – disrupts binding of P. falciparum AMA1 to RON2; AlphaScreen AMA1-biotinylated RON2 peptide binding; Potency, µM (series often up to 58.2 µM), inactives show top-dose activity change, negative = inhibition, usual class: inhibitors; hit rate 0.2% among 360,000; active = well fitted inhibition curve with a large enough effect; inconclusive = small, poorly fitted or top-dose-only effect; inactive = no such curve, though single readings can be large or run the other way;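 note: potency is the fitted concentration of half-maximal effect; 0% = vehicle wells and -100% = peptide control; nearly all actives have a fitted effect of over 45% in size; some results filed as inactive show a strong effect at the top dose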
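AMA1 (3D7) with his tag at 25 nM final met compounds first, then biotinylated RON2 peptide at 25 nM; detection used donor plus acceptor beads, 10 µg/mL apiece, read by AlphaScreen after 30 min at room temperature.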
The depositor's hits bear a star; ? = inconclusive; [ ] = another dose, or the depositor's remark. Unless noted, % is set by controls: 0 for no effect and ±100 for the full control effect. Only part of the results is shown; count on the stated rates, not on these rows.

SMILES | HCMV inh | AMA1-RON2 inh
CN(C)c1ccc(CC(=O)N2CCCC(c3cc(C(=O)Nc4ccc(F)c(Cl)c4)no3)C2)cc1 (stereo unspecified) | ? | ?
CCc1nc2ccc(C(=O)N3CCN(C(C)=O)CC3)cn2c1N(CC)C(C)=O | 19.4 | -2.2%
CC(C)CCNC(=O)c1cc(S(=O)(=O)N2CCC3(CC2)OCCO3)ccc1F | -25.2 | -8.0%
Cc1ccccc1-c1csc(C(O)c2ccc(F)c(F)c2)n1 (stereo unspecified) | -26.6 | 18.7%
Cc1ccc(C)c(NC(=O)C2(C)CCCN2C(=O)C(C)C)c1 (stereo unspecified) | 4.5 | -1.3%
CN(C(=O)COC(=O)COc1ccc2ccccc2c1)c1ccccc1 | -13.8 | 5.4%
CCCOc1ccc(F)cc1-c1cc(C(=O)Nc2ccc(F)cc2)[nH]n1 | -39.6 | -6.5%
CC1(C(=O)NCc2ccccc2)CN(S(C)(=O)=O)CC(=O)N1Cc1cccc(F)c1 (stereo unspecified) | -23.4 | 11.4%
COc1ccc(C(=O)CSc2nc(=O)n3ccc(C)cc3n2)cc1 | ? | 7.1%
Cc1ccc([C@H]2C[C@H](n3cc(C4CC4)nn3)[C@@H](O)CN2C(=O)C2CCCCC2)cc1 | -27.8 | -2.3%
COC(=O)C1=CN(c2ccc(OC)cc2)C(N)=C(C#N)C1c1cccc2ccccc12 (stereo unspecified) | ? | 3.5%
CC(C)C[C@@H](CN1CCC[C@H]1CN1C(=O)C(=O)NC[C@@H]1Cc1ccccc1)N1C[C@H](Cc2ccc(O)cc2)N(CC2CCCCC2)C(=O)C1=O | -15.0 | 5.4%
O=C(NCCO)OC1CC2CC1[C@H]1CCCCN1C2=O (stereo partly specified) | 0.1 | 16.9%
Cc1cc(N2CCN(C(C(=O)NC3CCCC3)C(C)(C)C)CC2)c2ccccc2n1 (stereo unspecified) | -24.9 | -6.1%
CC(C)Oc1ccc(F)cc1-c1cc(C(=O)NC2CCCCC2)[nH]n1 | -25.1 | 0.9%
COC(=O)C[C@@H]1C=C[C@@H](NC(=O)c2ccccc2F)[C@@H](CO)O1 | 2.2 | 0.0%
COc1ccc(CN2C(=O)CCC2(C)c2nnnn2C2CCCCC2)cc1 (stereo unspecified) | -7.4 | 0.9%
CCOC(=O)C1(C)CCN1C(=O)c1ccc(C(C)(C)C)cc1 (stereo unspecified) | 42.7 | 6.4%
Cc1cccc(C)c1NC(=O)C1C(c2ccc3c(c2)OCO3)=Nc2ccccc2N1C(=O)c1ccccc1 (stereo unspecified) | 30.3 | -12.9%
COCc1cccc(-c2csc(C(C)(O)c3cccc(F)c3)n2)c1 (stereo unspecified) | ? | 9.9%
CC(C)(C)NC(=O)C1(C)CCC(=O)N1C1CCN(Cc2ccccc2)CC1 (stereo unspecified) | -19.7 | -0.8%
COCCN(Cc1ccc(OC)cc1)c1c(C)nc2ccc(C(=O)Nc3ccc(NC(C)=O)cc3)cn12 | -17.1 | -5.8%
C[C@H]1CN([C@@H](C)CO)C(=O)CCCn2nncc2CO[C@@H]1CN(C)S(=O)(=O)c1cccc(C#N)c1 | 20.8 | 1.3%
CC(C)n1ncc2c(C(=O)N3CCN(Cc4cccs4)CC3)cc(C3CC3)nc21 | -22.7 | -10.0%
CCc1ccc(C(O)c2ncc(-c3ccc(C(F)(F)F)cc3)[nH]2)cc1 (stereo unspecified) | 14.7 | 0.0%
CCN(CC)C(=O)C1=C(C)N(CCCN2CCCC2=O)C(=O)C(CC(=O)NC2CC2)C1 (stereo unspecified) | -10.3 | 6.1%
O=C(Nc1ccc2c(c1)OCCO2)C(c1ccnc2ccccc12)N1CCN(C/C=C/c2ccccc2)CC1 (stereo unspecified) | -18.6 | -25.3%
CCc1nc2ccc(C(=O)NCCCN(C)C)cn2c1N(C)Cc1ccc(OC)cc1 | -8.6 | -17.2%
CCCCC[C@@H](C)N1C[C@H](COCc2ccccc2)Oc2cc(N3CCC[C@@H]3COC)ccc2S1(=O)=O | 34.7 | -10.0%
COc1ccc(-c2cc(C(=O)NCC3CCCCC3)[nH]n2)c(C)c1 | -2.6 | 6.2%
CCNC(=O)C1(C)CCCN(C(=O)c2nc3ccccc3s2)C1 (stereo unspecified) | -6.4 | 5.1%
CC1(C(=O)NS(=O)(=O)c2ccc(Cl)cc2)CCN1C(=O)c1ccco1 (stereo unspecified) | 4.3 | -0.5%
COc1ccc(CNC(=O)CCNC(=O)C2CCN(S(=O)(=O)c3ccc(OC)cc3)CC2)cc1 | 9.1 | 0.0%
Cc1ccc(S(=O)(=O)N2[C@@H](c3cccc(Cl)c3)C(C(=O)OC(C)(C)C)=CC[C@H]2c2ccc(C(C)C)cc2)cc1 | ? | 2.4%
CC(C)Oc1ccc(S(=O)(=O)N2CCOCC2)cc1NC(=O)CC1CC2CCC1C2 (stereo unspecified) | ? | -2.2%
Cc1ccc2cccc(OC(=O)c3c(F)cccc3Cl)c2n1 | -31.1 | 59.2%[activator]
O=c1[nH]c(=S)[nH]c2c1[C@H](CCc1cccc(Cl)c1)O[C@H](C1CC1)C2 | -24.6 | 87.3%[activator]
Cc1cccc(CN2[C@H](COCc3ccccc3)C=CS2(=O)=O)c1 | -8.0 | 12.8%
COc1ccc(C(C#N)CC(=O)c2ccc3c(c2)OCO3)cc1OC (stereo unspecified) | 48.8 | -4.0%
O=C(CC[C@H]1O[C@@H](n2cnc3c(NC(=O)c4ccccc4)ncnc32)[C@H](O)[C@@H]1O)NCc1ccc(OC(F)(F)F)cc1 | -1.4 | 7.4%
CC(=O)C[C@H]1SC[C@@H](C(C)C)N1S(=O)(=O)c1ccc(C)cc1 | -5.5 | 2.1%
CCCS(=O)(=O)NC(=O)C1(C)CCCN(C(=O)c2oc3ccccc3c2C)C1 (stereo unspecified) | 38.3 | 7.9%
CCCCCc1c(-c2ccccc2)ncn1CCc1ccccc1OC | ? | -20.7%
CCCC#Cc1ccc2c(c1)O[C@H](CN(C)C(=O)CC1CC1)[C@H](C)CN([C@@H](C)CO)S2(=O)=O | -28.5 | 11.9%
CC1(C(=O)NS(=O)(=O)C2CC2)CCCN(C(=O)c2ccc(C(F)(F)F)cc2)C1 (stereo unspecified) | 8.3 | 0.5%
CCCNC(=O)C1(C)CCCN(Cc2ccc(Cl)cc2)C1 (stereo unspecified) | -39.1 | 5.3%
COc1cccc(CNc2nc3cc(-c4cccc(C(=O)NCCO)c4)sc3c(=O)n2C)c1 | 20.0 | -7.4%
C[C@@H]1CN([C@H](C)CO)C(=O)CCCn2cc(nn2)CO[C@H]1CN(C)C(=O)Nc1ccccc1F | 14.9 | 11.3%
CCN(CC)C(=O)C1=C(C)N(Cc2ccc(F)cc2)C(=O)C(CC(=O)NC2CCCC2)C1 (stereo unspecified) | 11.4 | 0.0%
CN1CCN(C(=O)c2cc3c(c(-c4cccc(-c5cccnc5)c4)n2)[C@H](CCO)N(C(=O)CC2CC2)C3)CC1 | -10.7 | -4.5%

Next section:
SMILES | HCMV inh | AMA1-RON2 inh
O=P(c1ccccc1)(c1ccccc1)C(O)c1cccs1 (stereo unspecified) | -32.4 | 2.8%
CSCCC(c1nc2ccccc2[nH]1)n1c(-c2ccc3ncccc3c2)nc2ccccc21 (stereo unspecified) | 59.6 | -25.2%
Cc1cn([C@H]2C[C@H](O)[C@@H](/C=C/C(=O)NCCc3cccnc3)O2)c(=O)[nH]c1=O | 9.3 | 29.1%
Cc1ccc(S(=O)(=O)N2[C@H](CC(=O)c3cccc4ccccc34)OC[C@@H]2C)cc1 | 18.1 | -5.4%
Cc1ccc(S(=O)(=O)N2[C@@H](CO)CO[C@H]2CC(=O)c2cccc3ccccc23)cc1 | 90.2 | -8.1%
O=C(NCc1cccc(C(F)(F)F)c1)c1ccc2sc([C@H]3C[C@H](O)[C@@H](CO)O3)nc2c1 | 15.8 | -15.3%
CCc1ccc(C(O)c2ncc(-c3ccccc3C)[nH]2)cc1 (stereo unspecified) | 37.9 | -3.2%
CCOC(=O)C1(C)CCN1C(=O)c1ccc(OC)c(OC)c1 (stereo unspecified) | 10.9 | -1.1%
COc1ccc(C(=O)NCC(=O)OCC(=O)c2c[nH]c3ccccc23)cc1 | 33.6 | -10.1%
COc1ncnc2c1ncn2CCCNCc1ccc2c(c1)OCO2 | 7.0 | 2.9%
CCOC(=O)C1=CCN(S(=O)(=O)c2ccccc2C)C1c1ccc(C)cc1 (stereo unspecified) | -38.6 | 2.5%
Cc1ccc(S(=O)(=O)N2CCCCC2)cc1NC(=O)COC(=O)C1CC1 | -30.6 | -2.5%
O=C1NN(CCO)C(=S)Nc2ccccc21 | 5.0 | 182.6%[activator]
OC(c1ccccc1)c1nc(-c2csc3ccccc23)cs1 (stereo unspecified) | 73.1 | -0.2%
CN1CCOc2c1cnn(CCO)c2=O | 4.3 | -2.6%
C[C@@H]1CNC(=O)c2c(C(=O)Nc3ccc(CNC(=O)OC(C)(C)C)cc3)ncn21 | -65.5* | 81.6%[activator]
COc1cccc(C(C)(O)c2nc(-c3ccc(OC)nc3)cs2)c1 (stereo unspecified) | -61.7* | -0.9%
CCCCNC(=O)c1nc(C2CCN(S(=O)(=O)c3c(F)cccc3F)CC2)oc1-c1cccc(C(F)(F)F)c1 | 10.4 | -0.6%
Cc1noc(C)c1NC(=O)N(C)C[C@H]1OCCCC[C@@H](C)Oc2ccc(NS(=O)(=O)c3ccccc3)cc2C(=O)N([C@H](C)CO)C[C@@H]1C | 18.2 | 0.9%
OC[C@@H]1CN(CCN2CCOCC2)C[C@H](n2cnc3c(NC4CC4)ncnc32)O1 | -14.1 | -1.6%
O=C(CCN1CCCCO1)NC1CCCc2c1cnn2-c1ccc(F)cc1F (stereo unspecified) | -19.8 | -0.5%
CN(C)c1ccc(-c2ccnc3c2CC(C)(C(=O)Nc2ccc(Cl)c(C(F)(F)F)c2)O3)cc1 (stereo unspecified) | 119.2 | ?
CN(CC(=O)Nc1ccc(Cl)c(C(F)(F)F)c1)C(=O)COc1cccc2cccnc12 | -21.7 | 8.3%
Fc1cccc(Cc2c(-c3ccco3)nc3c4ccccc4ccn23)c1 | 307.7 | ?
COC(=O)C[C@@H]1CC[C@H](NC(=O)Cc2ccccn2)[C@@H](CO)O1 | 9.4 | 8.2%
COc1cccc(CNC(=O)c2cc(S(=O)(=O)N3CCCCC3)ccc2C)c1 | -28.2 | -3.7%
CC(C)C[C@H]1CN([C@@H](Cc2ccccc2)CN2CCC[C@@H]2CN2C(=O)C(=O)NC[C@@H]2Cc2ccc(O)cc2)C(=O)C(=O)N1CCc1ccccc1 | -26.7 | -2.4%
COc1ccc(-c2cc(N3CCN(CCO)CC3)n3nccc3n2)cc1 | 8.9 | 7.1%
COc1ccc(CNC(=O)c2cn(Cc3ccc(OC(C)=O)cc3)c(=O)s2)cc1 | 7.1 | 5.4%
COC(=O)c1ccc(Cn2c(C)c(C(=O)NCc3cccc(C(F)(F)F)c3)sc2=O)o1 | 120.9 | -2.5%
COCCN1C[C@@H](CO)O[C@@H](n2cnc3c(NCC(C)C)ncnc32)C1 | 12.3 | 10.8%
O=c1c2cc(F)ccc2sn1-c1ccccc1Cl | -21.2 | -8.9%
COc1ccc([C@H]2C[C@H](O)[C@@H](n3cc(COC(=O)c4ccccc4)nn3)CN2Cc2cccs2)cc1 | 2.7 | 2.0%
O=C1c2ccccc2C(c2nnnn2Cc2ccccc2)N1Cc1cccnc1 (stereo unspecified) | -32.2 | -2.2%
CCCCn1nc(C(=O)N(C)Cc2nc3ccccc3c(=O)[nH]2)c2ccccc2c1=O | -6.2 | -5.9%
COc1ccc(C(=O)N/C(=C\c2cn(S(=O)(=O)N(C)C)c3ccccc23)C(=O)N2CCCC2)cc1 | 25.9 | 3.5%
COc1ccc(NC(=O)CCCOc2ccc(C(C)=O)cc2)cc1S(=O)(=O)N1CCCCC1 | -36.6 | -5.3%
CCCCNC(=O)C[C@@H]1C[C@@]2(C(=O)OCC)CCCC=C2N(Cc2ccc(Cl)cc2Cl)C1=O | -15.6 | -1.1%
CCCCCCN1C[C@H](O)[C@@H](n2cc(C3CC3)nn2)C[C@@H]1c1ccc(Cl)cc1 | -9.5 | -4.2%
COCCNC(=O)c1[nH]c(C(F)(F)F)nc1-c1ccccc1 | 11.9 | -2.6%
N#Cc1cccnc1N1CCN(C(=O)c2[nH]c(C(F)(F)F)nc2-c2ccccc2)CC1 | 7.3 | -18.4%
CN(C)S(=O)(=O)c1cccc(C(=O)N2CCN(S(=O)(=O)c3ccc4c(c3)OCCO4)CC2)c1 | 3.9 | -9.9%
COc1cc(C(O)c2nc(-c3cccc(C(C)C)c3)cs2)ccc1F (stereo unspecified) | -38.3 | 1.8%

Laid out differently: four of the compounds above
N#Cc1cccnc1N1CCN(C(=O)c2[nH]c(C(F)(F)F)nc2-c2ccccc2)CC1
  HCMV inh: 7.3; AMA1-RON2 inh: -18.4%

COc1cc(C(O)c2nc(-c3cccc(C(C)C)c3)cs2)ccc1F (stereo unspecified)
  HCMV inh: -38.3; AMA1-RON2 inh: 1.8%

COc1ccc(NC(=O)CCCOc2ccc(C(C)=O)cc2)cc1S(=O)(=O)N1CCCCC1
  HCMV inh: -36.6; AMA1-RON2 inh: -5.3%

CCCCCCN1C[C@H](O)[C@@H](n2cc(C3CC3)nn2)C[C@@H]1c1ccc(Cl)cc1
  HCMV inh: -9.5; AMA1-RON2 inh: -4.2%
